A549 viability = Nrf2 qHTS screen for inhibitors: counterscreen for cytotoxicity. A549 ARE-Fluc cells, CellTiter-Fluor viability, 18-24 h. Potency, µM (doses to about 46 µM), inactives show at the top dose activity change, negative = cytotoxicity, most hits filed as inhibitors. 390,000 compounds, 0.16% hits. AID 504648, 2011; also: potency is read from the fitted curve at half-maximal effect; % is scaled to controls: 0 for no effect and ±100 for the full control effect
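A549 ARE_Fluc cells in 5% FBS OPTI-MEM were exposed to compounds in concentration-response for 18-24 h at 37 deg C. Viability was read by CellTiter-Fluor fluorescence (Ex 405/Em 525) after 30 min, before the luciferase read.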
Nrf2 ARE act = qHTS of Nrf2 Activators; 410,000 compounds, 0.31% hits; Potency, µM (doses to about 46.1 µM), for the others: at the top dose activation, usual class: activators; AID 624171, 2012; AREc32 ARE-luciferase reporter (MCF7-derived line), luminescence, 24 h; also: potency is read from the fitted curve at half-maximal effect; % of control where 0% means no effect; nearly all actives have a fitted effect of over 65% in size
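AREc32 cells carrying an ARE-driven firefly luciferase, 1000 cells/well in OPTI-MEM with 5% FBS, dosed after overnight attachment and incubated 24 hr at 37 deg C. Steady-Glo luminescence read after 30 min at RT.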
TGFb inhibitor = qHTS for Inhibitors of TGF-b; HepG2 CAGA-GFP TGF-b/SMAD3 reporter, GFP fluorescence, 18 h; TGF-beta stimulated, 500 pg/mL final; Potency, µM (top dose mostly 46.1 µM), for inactives: at the highest dose activity, negative = inhibition, hits mostly inhibitors; 410,000 compounds, 1.2% hits; also: potency is read from the fitted curve at half-maximal effect; % is scaled to controls: 0 for no effect and ±100 for the full control effect; nearly all actives have a fitted effect of over 65% in size
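Cell-based qHTS in HEPG2 carrying a CAGA-GFP Smad reporter; compounds added before 500 pg/mL final TGF-beta, 18 h incubation at 37 degrees C, GFP fluorescence quantified per cell by imaging cytometry.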
EPAC2 agonist = qHTS for Agonist of cAMP-regulated guanine nucleotide exchange factor 4 (EPAC2): primary screen; 360,000 compounds, 0.079% hits; Potency, µM (highest dose often 154 µM), for inactives: at the highest dose activation, actives largely listed as activators; Rap guanine nucleotide exchange factor 4 (Homo sapiens), Q8WZA2; EPAC2 activation, biochemical qHTS; response scale: 100% = 6.5 mM cAMP response; also: potency is read from the fitted curve at half-maximal effect; nearly all actives have a fitted effect of over 50% in size
Target sequence (Q8WZA2 whole entry, looked up): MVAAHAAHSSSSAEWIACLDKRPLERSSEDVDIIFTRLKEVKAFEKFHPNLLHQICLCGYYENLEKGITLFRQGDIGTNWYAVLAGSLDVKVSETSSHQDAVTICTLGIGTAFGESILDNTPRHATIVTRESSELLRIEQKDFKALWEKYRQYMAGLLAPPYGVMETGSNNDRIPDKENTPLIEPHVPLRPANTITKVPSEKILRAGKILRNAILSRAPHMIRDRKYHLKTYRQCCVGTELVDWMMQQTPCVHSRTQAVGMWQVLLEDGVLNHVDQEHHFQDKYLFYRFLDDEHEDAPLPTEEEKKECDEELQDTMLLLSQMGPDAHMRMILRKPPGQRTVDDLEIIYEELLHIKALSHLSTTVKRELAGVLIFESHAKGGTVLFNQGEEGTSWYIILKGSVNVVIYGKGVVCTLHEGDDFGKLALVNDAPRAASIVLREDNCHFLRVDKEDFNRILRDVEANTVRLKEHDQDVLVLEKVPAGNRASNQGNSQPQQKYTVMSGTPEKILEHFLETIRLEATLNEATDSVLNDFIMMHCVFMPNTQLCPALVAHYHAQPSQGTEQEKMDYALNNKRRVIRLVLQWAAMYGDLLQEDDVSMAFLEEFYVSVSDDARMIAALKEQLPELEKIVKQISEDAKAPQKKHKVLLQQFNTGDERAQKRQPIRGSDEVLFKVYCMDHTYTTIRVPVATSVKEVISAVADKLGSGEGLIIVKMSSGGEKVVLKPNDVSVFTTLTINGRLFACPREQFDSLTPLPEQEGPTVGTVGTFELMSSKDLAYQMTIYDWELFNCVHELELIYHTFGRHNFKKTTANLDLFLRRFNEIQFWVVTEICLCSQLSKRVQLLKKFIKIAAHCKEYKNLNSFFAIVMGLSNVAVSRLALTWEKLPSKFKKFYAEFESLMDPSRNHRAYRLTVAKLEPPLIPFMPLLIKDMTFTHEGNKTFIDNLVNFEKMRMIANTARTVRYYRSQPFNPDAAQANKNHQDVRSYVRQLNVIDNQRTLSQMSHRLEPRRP
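Exchange assay: 100 nM EPAC2 with 250 nM Rap1B-BODIPY-GDP and 50 uM GDP. Fluorescence (ex 480/em 540 nm) read every 5 min for 30 min at room temperature. Data normalized to 6.5 mM cAMP as agonist control.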
Mm-Cpn inhibitor = Inhibitors of TCP-1 ring complex (TRiC) of Methanococcus maripaludis (MmCpn): qHTS; Chaperonin Mm-Cpn (Methanococcus maripaludis); purified Mm-Cpn ATPase, ADP Transcreener TR-FRET; Potency, µM (titrated, usually from 76.9 µM), for inactives: at the highest dose activity, negative = inhibition, most hits filed as inhibitors; 330,000 compounds, 0.031% hits; AID 504842, 2011; also: potency is read from the fitted curve at half-maximal effect; % is scaled to controls: 0 for no effect and ±100 for the full control effect; nearly all actives have a fitted effect of over 80% in size
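TR-FRET (320 nm excitation; 590 and 665 nm emission) reports ADP made from 10 uM ATP by 25 nM enzyme; compounds were preincubated 10 min, reaction run 30 min, both at 37°C.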
CCT chaperon mod = High-Throughput Screening for Modulators of Cytosolic Chaperonin Activity; purified chaperonin ATPase assay, HTRF ADP detection, 30 min; AID 651819, 2012; 360,000 compounds, 0.3% hits; activity change, % (test concentration not listed), hits read low; in the data active = activity change below about -30%; also: % is scaled to controls: 0 for no effect and ±100 for the full control effect
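First, chaperonin was dispensed at 40 nM or 20 nM final depending on batch activity. Next, compounds were pinned at 76 uM and ATP added at 10 uM. After 30 min at 37 °C, ADP detection reagents ran 30 min at ambient temperature.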
Nrf2 block = Nrf2 qHTS screen for inhibitors. 360,000 compounds, 2.1% hits. A549 ARE-Fluc reporter, luciferase luminescence, 18-24 h. Potency, µM (titrated, usually from 46 µM), without a hit: at the highest dose activity change, negative = inhibition, actives largely listed as inhibitors; also: potency is read from the fitted curve at half-maximal effect; % is scaled to controls: 0 for no effect and ±100 for the full control effect; nearly all actives have a fitted effect of over 60% in size
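Quantitative HTS in A549 cells stably bearing an antioxidant response element-firefly luciferase construct. Inhibition of Nrf2-driven transcription was scored by luminescence after 18-24 h of compound exposure at 37 °C.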
EPAC2 antag = qHTS for Antagonist of cAMP-regulated guanine nucleotide exchange factor 2 (EPAC2): primary screen; Rap guanine nucleotide exchange factor 4 (Homo sapiens), Q8WZA2; EPAC2 GEF exchange of Rap1B-BODIPY-GDP, fluorescence; Potency, µM (highest dose often 114 µM), for the others: at the top dose activity, negative = inhibition, most hits filed as inhibitors; 360,000 compounds, 0.18% hits; AID 720708, 2013; also: potency is read from the fitted curve at half-maximal effect; % is scaled to controls: 0 for no effect and ±100 for the full control effect; nearly all actives have a fitted effect of over 45% in size; many of its hits are not listed in these tables
Akt phos inh = HTS Assay for Inhibitors of Akt Phophorylation: Primary Screen. Neuro2A IGF-stimulated pAkt S473 HTRF, 20 min; hits give low values. activity change, % for hits at 50 µM. 360,000 compounds, 0.32% hits. AID 651550, 2012; in the data active = activity change below about -80%; inconclusive = mostly about -51% to -80%; also: % is scaled to controls: 0 for no effect and ±100 for the full control effect
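Neuro2A cells (4,500/well, DMEM with 0.5% FBS) were treated with compound at a single 50 µM final concentration, stimulated with 6 nM IGF for 20 min at 37 °C, and lysed. Phospho-Akt Ser473 was read by HTRF as 665/615 ratio ×10^4.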
An asterisk follows results filed as active; i = inactive; ? = inconclusive; · = no result given; & = joins results of further samples; [ ] = dose if it differs, or a comment. Unless noted, calls follow the shape of the dose curve; as a rule, active = well fitted curve in the direction sought with a large enough effect; inconclusive = small, poorly fitted or top-dose-only effect, or another doubt; inactive = no such curve, though single readings can be large; an effect the other way counts as inactive or inconclusive. These rows are one share of the data, so the mix of outcomes need not match the whole.

Compound | A549 viability | Nrf2 ARE act | TGFb inhibitor | EPAC2 agonist | Mm-Cpn inhibitor | CCT chaperon mod | Nrf2 block | EPAC2 antag | Akt phos inh
C/C(Sc1nnc(Cc2ccccc2)o1)=C(\O)c1ccccc1 | ? | -0.9% | 5% | 1% | · | 0.0 | 10% | 1% | i
O=C(CNC(=O)c1cccs1)OCC(=O)c1ccc2ccccc2c1 | -3% | -0.6% | -5% | 3% | -2% | -0.2 | 10% | -6% | i
CCOc1ccc(CCNC(=O)c2cn(CC)c3ccc(S(=O)(=O)N4CCCCCC4)cc3c2=O)cc1OCC | -7% | -0.7% | -12% | · | · | · | ? | · | ·
O=C(Nc1cccc(F)c1)C1CCN(c2nnnn2-c2ccccc2)CC1 | 1% | 0.3% | 9% | -2% | 2% | -2.0 | 0% | -26% | i
CC(C1CC1)N(Cc1ccccc1)C(=O)NC(=O)c1cccc(F)c1 (stereo not drawn) | -2% | -0.7% | -1% | -4% | 0% | -0.8 | -15% | 5% | i
CCOC(=O)CSc1nc(C)c(CC)c(C)c1C(N)=O | 5% | 0.3% | 0% | 4% | 1% | -62* | 2% | -9% | i
COc1ccc(NC(=O)c2cc(-c3cc(Cl)ccc3OC)n[nH]2)c(OC)c1 | · | 2.8% | -3% | 6% | · | 0.5 | · | 5% | i
CCNC(=O)C1CCCN(C(=O)c2cc(F)ccc2C)CC1 (stereo not drawn) | · | -0.2% | 37%[activator] | 7% | · | 0.6 | · | 9% | i
N/C(COc1cccc(C(F)(F)F)c1)=N\NC(=O)c1cccnc1Oc1ccccc1 | -6% | 3.8% | -6% | 6% | 0% | -2.9 | ? | -14% | i
O=C(NC(=S)NNC(=O)c1ccco1)c1ccc(F)cc1 | 0% | 4.5% | -26% | 0% | 2% | 1.1 | -22% | 6% | ·
Cc1ccc(CNS(=O)(=O)c2c(C)[nH]c(C)c2C(=O)N2CCCCC2)cc1 | -3% | -0.4% | 17% | -6% | -1% | -1.5 | -5% | -1% | i
COC(=O)c1ccccc1NC(=O)CCC(=O)N1CC(C)Oc2ccc(C)cc21 (stereo not drawn) | -23% | 0.1% | -1% | 20% | -1% | 0.4 | -5% | -10% | i
Cn1c(O)c(C2=c3ccccc3=NC2=O)[nH]c1=S | -6% | 21% | ? | -6% | 0% | -2.6 | -9% | -1% | i
Clc1cccc(/C=N/Nc2nnc(Cl)c3ccccc23)c1 | -1% | ? | ? | 6% | 2% | 2.3 | ? | 24% | i
COC(C(=O)Nc1ccnn1C1CCN(Cc2cnn(C(C)C)c2)CC1)c1ccccc1 (stereo not drawn) | -1% | -0.7% | 1% | 10% | 0% | -1.5 | -4% | 5% | i
CCOc1ccc(N2CC(C(=O)Nc3ccc(S(=O)(=O)N4CCCC4)cc3)CC2=O)cc1 (stereo not drawn) | -2% | 0.2% | ? | 2% | -3% | -1.4 | -3% | -14% | i
Cc1oc(-c2cccc(Cl)c2)nc1CN1CCC(C(=O)NCCCN2CCCC2=O)CC1 | 0% | -0.5% | -1% | 7% | 0% | -0.8 | 4% | 7% | i
COc1ccc2c(c1)c1ncn(Cc3ccc(F)cc3)c(=O)c1n2C | 1% | 0.3% | ? | -1% | -2% | 1.4 | 4% | 3% | i
Cc1oc2ncn(C)c(=O)c2c1C(=O)N(Cc1ccccc1)C(C)C | -5% | -0.3% | -4% | · | · | · | ? | · | ·
CS(=O)(=O)Nc1ccc(C2=NN(S(C)(=O)=O)C(c3ccc4nccnc4c3)C2)cc1 (stereo not drawn) | -7% | -1.3% | 12% | -1% | -4% | 0.0 | 1% | 16% | i
CC(=O)N1CCc2cc(S(=O)(=O)NCCC(=O)N3CCN(c4ccccn4)CC3)ccc21 | 9% | -0.9% | -4% | 1% | -1% | -5.7 | -12% | -7% | i
CCOc1ccc(N2CC(c3nc4ccccc4n3Cc3ccccc3F)CC2=O)cc1 (stereo not drawn) | -18% | 1.6% | ? | · | · | · | ? | · | ·
CCOC(=O)COc1ccc2c(c1)C(=O)CC1(CCN(C(C)=O)CC1)O2 | -2% | -0.7% | -15% | 5% | -5% | -6.4 | · | -5% | i
CC(C)c1csc(CN2CCC(N3CCC(C(=O)NCC4CCCO4)CC3)CC2)n1 (stereo not drawn) | 2% | -0.5% | -1% | 5% | 0% | 0.5 | -11% | -5% | i
COc1ccc(/C=N/n2c(C)nnc2C)c(OC)c1 | -4% | 0.6% | 18% | 5% | -1% | -19 | 12% | 15% | i
O=C(Cc1ccccc1Cl)N1CCN(c2ncccn2)CC1 | 0% | -0.6% | 28% | 4% | -1% | 1.5 | -18% | -18% | i
CCOC(=O)N1CCC(NC(=O)C2CCN(C(=O)c3cc4oc(C)cc4n3Cc3c(F)cccc3Cl)CC2)CC1 | 6% | 5.7% | -30% | 8% | 0% | -1.2 | ? | -24% | i
C/C(=N\NC(N)=S)C1(C)CCCCC1 | 10% | 0.7% | ? | 11% | -2% | 1.2 | -10% | 10% | i
CCCS(=O)(=O)N1CCC(C(=O)N2CCc3ccccc3C2)CC1 | -6% | -0.6% | 4% | -82%[inhibitor][15.6 µM] | -3% | -3.2 | 3% | 12% | ·
COc1ccc(NS(=O)(=O)c2ccc(S(=O)(=O)N3CCCC3)cc2)cc1Cl | 1% | -0.3% | -13% | 10% | 0% | -0.1 | -14% | -11%[57.1 µM] | i
CCOc1cc(C(=O)O)ccc1OCCOc1ccccc1 | 2% | 0.2% | 10% | 12% | 0% | -0.2 | 1% | -3% | i
CC1CCCCN1C(=O)CCS(=O)(=O)Cc1ccccc1 (stereo not drawn) | 1% | -0.8% | 7% | 2% | 0% | 2.5 | -14% | 3% | i
CCN1CCN(Cc2ccc(NC(=O)c3ccc(C)c(NC(=O)c4c[nH]c5cc(C(F)(F)F)ccc5c4=O)c3)cc2C(F)(F)F)CC1 | ? | 4.3%&-2.9% | 11µM* | -7%&-4% | 0% | 1.1&-3.5 | ? | 42%&13%[activator] | i
CN(C)/C=C/c1onc(-c2c(Cl)cccc2Cl)c1C#N | -10% | -0.6% | 16% | 20% | -19% | -3.8 | ? | ? | i
Cc1ccc(C(=O)NC(C)C2CC3CCC2C3)cc1 (stereo not drawn) | 1% | -0.4% | 3% | 0% | · | -0.8 | 3% | -4% | i
COC(=O)c1ccc(C(C(=O)NC2CCCCC2)N(CCc2ccccc2)C(=O)Cc2cccs2)cc1 (stereo not drawn) | 0% | 0.0% | -22% | 1% | -1% | -1.2 | 8% | 8% | i
COc1ccccc1CNC(=O)/C=C/c1ccc(S(=O)(=O)N2CCOCC2)cc1 | -1% | -0.3% | 9% | 12% | 1% | -0.5 | ? | -26% | i
C=CCn1c(SCC(=O)Nc2cccc(C)c2)nnc1-c1cnccn1 | -13% | 0.3% | -18% | 11% | 0% | -2.2 | -18% | -3% | i
S=c1[nH]nc(NCCCN2CCOCC2)s1 | 19% | -0.1% | -2% | 5% | 1% | -2.3 | 9% | 8% | i
CC(=O)c1ccc(Nc2cc(C)nc3nc(Cc4ccccc4)nn23)cc1 | 3% | 4.2% | ? | · | · | · | -13% | · | ·
COC(=O)c1c(C(=O)OC)c(-c2ccc(Cl)c(Cl)c2)n2c1CCC2 | -3%[1.84 µM] | 0.5% | -22% | 3% | -1% | 1.3 | 18µM* | -12% | i
Cc1cc(C)c2cc(C)c(SCC(=O)NCc3ccco3)nc2c1 | -12% | 0.6% | -15% | -4% | -15% | -3.1 | ? | -9% | i
C=CCn1nnnc1SCC(=O)Nc1cccc(OC)c1 | -4% | 0.5% | 1% | 1% | 1% | -0.9 | · | 1% | i
Cc1oc(C)c2c(=O)cc(-c3ccc4c(c3)OCO4)cc(OC(=O)c3ccccc3Cl)c12 | 10% | 5.8% | 111%[activator] | · | · | · | 13% | · | ·
COc1ccccc1OCCNC(=O)Nc1ccc(Br)cc1 | 5% | -0.2% | -10% | -6% | 0% | -6.1 | -10% | 0% | i
COc1ccc(S(=O)(=O)N2CCC(C(=O)OCC(=O)c3ccccc3)CC2)cc1[N+](=O)[O-] | 7% | -1.1% | 2% | 3% | 4% | -6.8 | 4% | -1% | i
COc1ccc(NC(=O)CN2CCN(c3ccccn3)CC2)cc1Cl | 10% | 2.2% | 2% | 4% | ? | 1.2 | 2% | 10% | i
CC1(C(=O)N/N=C/c2ccc3c(c2)OCO3)CC1(Br)Br (stereo not drawn) | 8% | -0.2% | -1% | 5% | -2% | 0.1 | 13% | -4% | i
O=C(Cn1nc(C(=O)O)c2ccccc2c1=O)Nc1ccc(F)cc1 | -1% | 10.0% | 0% | -9% | 1% | 0.2 | -2% | 1% | i
CC(C)(C)c1ccc(OCC(=O)NC(Cc2c[nH]c3ccccc23)C(=O)O)cc1 (stereo not drawn) | 8% | 3.6% | 6% | · | · | · | 1% | · | ·
N=c1ccn(CC(=O)c2ccc(-c3ccccc3)cc2)cc1 | ? | 6.1% | ? | 2% | 0% | -1.4 | 7.3µM* | -2% | i
CCN(CC(=O)Nc1ccc(NC(C)=O)cc1)C(=O)CSC(=S)N1CCCC1 | -1% | 0.1% | ? | 3% | -4% | -3.0 | -5% | 1% | i

Screening data as filed in PubChem.
